Screening data as filed in PubChem.
inhibitors of VEEV: inhibitors of VEEV TC-83 cytopathic effect, confirmation, Vero cells (AID 588727); Vero cells, VEEV TC-83 cytopathic effect inhibition; higher % means a stronger effect; inhibition, % at 20 µM, or IC50 in µM where a hit was titrated; 350,000 compounds, 0.13% hits; in the data active = a potency from the dose series; inconclusive = inhibition mostly from about 14% at the one dose, without a potency; inactive = the rest, 99 in 100 with inhibition below about 12%; note: strong numbers were not always called active
PhoP GFP inhibition: PhoP regulon inhibitors, Salmonella typhi PhoP promoter GFP reporter, confirmatory (AID 1850); Salmonella Typhi PhoP-promoter GFP reporter, fluorescence, 4 h; higher % means a stronger effect; 310,000 compounds, 0.33% hits; inhibition, % at 50 µM, or IC50 in µM where a hit was titrated; in the data active = a potency from the dose series; inconclusive = inhibition mostly from about 25% at the one dose, without a potency; inactive = the rest, 99 in 100 with inhibition below about 19%;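 note: 0% = induced wells with vehicle and 100% = uninduced wells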
H1N1 NS1A inhibition: H1N1 influenza NS1A inhibitors, functional cell based assay (AID 504329). NS1A functional cell-based assay, percent inhibition; higher % means a stronger effect. one-dose inhibition, % at 12.5 µM; IC50 in µM for titrated hits. 340,000 compounds, 0.3% hits; in the data active = a potency from the dose series; inconclusive = inhibition above about 27% without an active follow-up result; note: strong numbers were not always called active
M. tuberculosis: growth inhibition of non-replicating M. tuberculosis (AID 488890) | 320,000 compounds, 0.39% hits | Mycobacterium tuberculosis non-replicating, growth inhibition; higher % means a stronger effect | one-dose inhibition, % at 25 µM; IC50 in µM for titrated hits; in the data active = a potency from the dose series; inconclusive = inhibition mostly from about 82% at the one dose, without a potency; inactive = the rest, 99 in 100 with inhibition below about 76%;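 note: plate controls were DMSO cells for no effect and high antibiotic wells for full effect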
M. tuberculosis HTS: M. tuberculosis growth inhibition, HTS (AID 449762); M. tuberculosis H37Rv growth inhibition, 7H9 media; higher % means a stronger effect; one-dose inhibition, % at 25 µM; IC50 in µM for titrated hits; 330,000 compounds, 0.59% hits; in the data active = a potency from the dose series; inconclusive = inhibition above about 70% without an active follow-up result;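 note: bacterial growth assessed after seven days of incubation; strong numbers were not always called active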
inhibitors of VEEV 10K pilot screen: also measured in inhibitors of VEEV; calls as there; inhibition, %; measured here: 10K pilot screen inhibition
Starred values were filed as active, the others as inactive; i = inactive; u = inconclusive; x = not tested or not shown; & = joins results of further samples.

SMILES	inhibitors of VEEV	PhoP GFP inhibition	H1N1 NS1A inhibition	M. tuberculosis	M. tuberculosis HTS	others
C=CCN(CC=C)Cc1c(O)ccc2c1oc(=O)c1ccccc12	3.4%	-1%	-7%	31%	-4%
O=C(O)c1cc(N=Nc2c(O)ccc3ccccc23)cc(C(=O)O)c1	0.4%	x	14%	x	x
COCCCN=Cc1c(C)[nH]n(-c2ccc(Br)cc2Br)c1=O	i	-3%	x	-11%	-6%
COc1ccc(-c2nnc(SCC(=O)Nc3cc(C)on3)n2N)cc1OC	3.4%	0%	10%	7%	6%
CC(Oc1cc2oc(=O)c3c(c2cc1Cl)CCCC3)C(=O)NCCN1CCOCC1 (stereo unspecified)	i	-13%	6%	7%	8%
Nc1nc2n(n1)C(c1ccccc1)CC(c1ccc(F)cc1)N2 (stereo unspecified)	0.8%	-16%	-2%	6%	-7%
Cc1cccc(NS(=O)(=O)c2ccc(C)c(C(=O)OCC(=O)Nc3cc(C)on3)c2)c1	u	-3%	13%	16%	-5%
CCCOc1ccc(/C=C/C(=O)NCc2ccccc2)cc1	1.1%	2%	5%	67%	-1%
Cc1ccc(/C=N/NC(=O)Cn2nccc2C)o1	i	8%	-10%	0%	-2%
COc1ccc(NC(=O)NC(C)C2CC3CCC2C3)cc1 (stereo unspecified)	i	1%	-6%	53%	24µM*
CN(C)CCN1C(=O)C(=O)/C(=C(/O)c2ccc(F)cc2)C1c1ccccc1 (stereo unspecified)	1.0%	-12%	-16%	3%	-2%
Cc1ccc(C)c2nc(SCC(=O)Nc3ccc4c(c3)OCO4)c(C#N)cc12	i	0%	12%	58%	-2%
O=C(O)c1cc([N+](=O)[O-])ccc1NCCCc1ccccc1	0.2%	-1%	1%	55%	0%
Cn1c(COc2ccc([N+](=O)[O-])cc2)nnc1SCC(=O)NCC1CCCO1 (stereo unspecified)	0.5%	14%	1%	-7%	-6%
O=S(=O)(/C(=C/c1ccc(C(F)(F)F)cc1)c1nc2ccccc2[nH]1)c1ccccc1	2.1%	-6%	-7%	u	15%
O=C(O)CC/C(=N/Nc1ncc(C(F)(F)F)cc1Cl)C(=O)O	1.8%	-6%	-2%	-19%	-6%
Cc1ccc(OC(C)C(=O)Nc2ccc(C)c(S(=O)(=O)Nc3ccc(C)cc3C)c2)cc1 (stereo unspecified)	6.9%	-7%	5%	5%	7%
N/C(=N\OC(=O)CCCCCN1C(=O)c2ccccc2C1=O)c1ccccn1	0.4%	4%	0%	-24%	-6%
CC(C)COP(=O)(c1ccc(N(C)C)cc1)C(O)c1ccccn1 (stereo unspecified)	1.3%	-12%	-2%	12%	5%
O=C(CSc1nnc(-c2cccs2)n1-c1ccccc1)NCc1ccc2c(c1)OCO2	4.9%	15%	13%	-9%	-2%
CCOc1ccc(Cl)cc1S(=O)(=O)N1CCN(c2ccc(F)cc2)CC1	4.1%	-4%	-2%	-2%	2%
O=C(Cn1nnc2ccccc21)OCC(=O)c1ccccc1	0.6%	-1%	6%	-1%	5%
O=C(O)COc1ccccc1C=NNC(=O)c1ccccc1NS(=O)(=O)c1cccs1	i	x	-18%	5%	11%
O=Cc1ccc(OC(=O)Cc2ccc(F)cc2)cc1	x	3%	x	4%	-7%
CC(NC(=O)c1ccc(Cl)cc1Cl)C(c1ccccc1)N1CCOCC1 (stereo unspecified)	0.1%	-9%	-1%	4%	11%
COc1cccc(/C=N\NC(=O)c2ccc(Cn3cc(Br)c([N+](=O)[O-])n3)o2)c1O	9.8%	4%	-9%	-7%	16%
CCOC(=O)c1ccc(COC(=O)CNS(=O)(=O)c2ccccc2)cc1	1.5%	1%	-2%	49%	0%
Cc1ccc(NC(=O)c2ccc(S(=O)(=O)N3CCOCC3)cc2)cc1	0.9%	0%	4%	0%	3%
COc1cc(Nc2nc3ccc(Cl)cc3n3cnnc23)cc(OC)c1OC	1.9%	4%	-9%	-4%	10%
COc1ccc(NC(=O)CCn2c(=O)c3cccn3c3ccccc32)cc1	3.6%	-5%	5%	8%	1%
CN(C(=O)CSc1cccc[n+]1[O-])C1CCCCC1	2.2%	x	-7%	32%	u
NC(=O)c1ccccc1N/C=C/C(=O)c1ccc(Cl)cc1	0.6%	-15%	1%	-13%	-10%
COc1ccc(C)cc1S(=O)(=O)N(C)CC(=O)NCc1ccco1	0.3%	7%	-6%	-1%	-6%
CSCC[C@H](NC(=O)CC(C)(C)C)c1nc2ccccc2[nH]1	3.0%	-13%	-21%	16%	1%
COc1ccc(C(=O)/C=C/c2ccc(-c3ccccc3)cc2)cc1CSCC(=O)O	>25µM*	1%	0%	60%	4%
O=C(Nc1ccc(S(=O)(=O)NC2CCCC2)cc1)c1cnccn1	i	0%	2%	-11%	-16%	inhibitors of VEEV 10K pilot screen=0.0
O=C(O)c1cccc(N/N=C/c2ccc(OC(F)(F)F)cc2)c1	1.5%	18%	2%	-12%	4%
CC1(C)CNC(=O)CC(C)(C)N1O	0.3%	-11%	-6%	10%	-3%
Cc1cccc(NS(=O)(=O)c2cccc(C(=O)N3CCCC(C(F)(F)F)C3)c2)c1 (stereo unspecified)	3.2%	10%	2%	-3%	-9%
COc1ccccc1NC(=O)c1cc2c(=O)n(C)c3ccccc3c2n1C	6.6%	13%	-4%	-6%	-1%
CN1CCN(Cc2nc3ccccc3c(=O)n2Cc2nc(-c3ccc4ccccc4c3)cs2)CC1	4.1%&5.5%	-8%	3%&15%	u	22µM*
COc1ccc(C2/C(=C(\O)c3ccc4c(c3)OCCO4)C(=O)C(=O)N2c2nc(C)c(C(C)=O)s2)cc1 (stereo unspecified)	0.0%	7%	1%	25%	8%
O=C(Nc1cnn(Cc2ccccc2)c1)c1cc2nc(-c3ccco3)cc(C(F)(F)F)n2n1	13%	-8%	-17%	2%	1%
Cc1nc2cc3sc(C)nc3cc2s1	0.7%	-4%	-4%	3%	1%
Cc1nc2ccccc2n1Cc1ccc(Cl)cc1	i	15%	-3%	16%	19%
COCCCn1c(SCC(=O)Nc2oc(C)c3c(C)n[nH]c(=O)c23)nc2sc3c(c2c1=O)CCC3	8.9%	4%	-1%	-15%	0%
CCOC(=O)c1[nH]c2cc3c(cc2c1NC(=O)CN1CCc2ccccc2C1)OCO3	2.1%	-4%	8%	16%	-8%
O=C(O)Cn1nc(-c2ccccc2)ccc1=O	0.2%	1%	0%	17%	2%
Cc1ccccc1-c1nc(CS(=O)(=O)CC(=O)NC2CCCCC2C)c(C)o1 (stereo unspecified)	1.1%	6%	-4%	7%	2%
C/C(=N\NC(=O)c1cc(C)[nH]n1)c1ccc(-c2ccccc2)cc1	3.4%	0%	-5%	1%	8%
CCN(CC)C(=O)c1c(-c2ccccc2)oc2ccc(OC)cc12	i	1%	-3%	60%	1%
CC1CN(Cc2nc3c(c(=O)n(C)c(=O)n3C)n2CCCO)CC(C)O1 (stereo unspecified)	i	0%	20%	1%	3%
O=C1C(=O)N(CCO)C(c2ccccc2[N+](=O)[O-])/C1=C(\O)c1ccccc1 (stereo unspecified)	0.5%	0%	-3%	-13%	4%
CCOc1ccccc1-n1nnnc1SCC(=O)NCc1ccco1	0.6%	-1%	1%	5%	0%
CS(=O)(=O)N(CC(=O)NC1CC2CCC1C2)c1ccc(Oc2ccccc2)cc1 (stereo unspecified)	1.7%	9%	x	2%	-1%
O=C(Cc1cccs1)N(c1ccccc1)C1C=CS(=O)(=O)C1 (stereo unspecified)	0.1%	3%	-2%	1%	-8%
Cc1ccc(/C=N/NC(=O)C[n+]2ccccc2)s1	81%	-4%	-21%	-14%	-7%
Cc1cccc(C)c1NC(=O)C1(NC(=O)c2cnccn2)CCCCC1	0.6%	0%	13%	x	-2%
NS(=O)(=O)c1ccc(NC(=O)COC(=O)CCNC(=O)NC23CC4CC(CC(C4)C2)C3)cc1	1.7%	-3%	7%	9%	3%
O=C(C1CC1)N(Cc1ccco1)c1nc(-c2ccccc2)cs1	2.7%	-16%	4%	22%	0%

Next section
SMILES	inhibitors of VEEV	PhoP GFP inhibition	H1N1 NS1A inhibition	M. tuberculosis	M. tuberculosis HTS	others
O=C(Nc1cc(Cl)cc(Cl)c1)N1CCCC1	i	9%	-9%	79%	u
Cc1ccn2c(C(=O)CSc3ccc(Cl)cc3Cl)c(C)nc2c1	i	12%	-2%	-15%	3%
CC(C)(C)c1ccc(OCC(=O)N2CCN(c3ncccn3)CC2)cc1	1.4%	-7%	31%	34%	3%
CC(=O)Nc1ccc(S(=O)(=O)N2CCN(C(=O)c3ncoc3-c3ccc(C)cc3)CC2)cc1	0.4%	-1%	4%	11%	-8%
COc1ccccc1CNCCc1ccc(F)cc1	i	25µM*	-1%	3%	-2%
CCN(c1ccccc1)S(=O)(=O)c1ccc(OC)c(NC(=O)C2CC2)c1	0.1%	x	6%	25%	0%
O=C(Nc1ccc(N2CCCCC2)c(Cl)c1)c1ncn[nH]1	1.3%	-4%	6%	21%	2%
Cc1ccc(OCC(=O)N2CCN(S(=O)(=O)c3ccccc3)CC2)c([N+](=O)[O-])n1	1.7%	1%	-1%	-4%	4%
Cc1ccc(-n2c(C)cc(/C=C3\C(=O)NC(=O)N(C)C3=O)c2C)cc1C	0.1%	-3%	-13%	3%	5%
COc1cc(OC)cc(C(=O)N2CCN(C(=O)c3cccc(F)c3)CC2)c1	2.9%	-8%	9%	-15%	-14%
NC(Cc1nc2ccccc2[nH]1)c1ccc(Cl)cc1 (stereo unspecified)	0.7%	6%	-8%	32%	14%
O=C(CSc1nnc(CNC(=O)c2cccc(C(F)(F)F)c2)o1)NCc1ccco1	1.7%	-5%	-2%	u	2%
CS(=O)(=O)c1ccc(SCC(=O)NC2CCS(=O)(=O)C2)c([N+](=O)[O-])c1 (stereo unspecified)	4.7%	4%	1%	-7%	-4%
COc1cc(NC(=O)c2cc(S(=O)(=O)N3CCCCC3)c[nH]2)cc(OC)c1	1.1%	-7%	-9%	-12%	-10%
COC(=O)c1c(C)[nH]c(C(=O)OC(C)C(=O)N(C)C2CCCCC2)c1C (stereo unspecified)	9.2%	2%	5%	-17%	2%
O=C(NCCCn1ccnc1)c1ccc(S(=O)(=O)N2CCOCC2)cc1	0.2%	-3%	0%	-6%	0%

As a working copy, part of the list above.
SMILES	inhibitors of VEEV	PhoP GFP inhibition	H1N1 NS1A inhibition	M. tuberculosis	M. tuberculosis HTS	others
O=C(CSc1nnc(CNC(=O)c2cccc(C(F)(F)F)c2)o1)NCc1ccco1	1.7%	-5%	-2%	u	2%
CS(=O)(=O)c1ccc(SCC(=O)NC2CCS(=O)(=O)C2)c([N+](=O)[O-])c1 (stereo unspecified)	4.7%	4%	1%	-7%	-4%

Among those listed so far, 12 contain fluorine:
SMILES	inhibitors of VEEV	PhoP GFP inhibition	H1N1 NS1A inhibition	M. tuberculosis	M. tuberculosis HTS	others
Nc1nc2n(n1)C(c1ccccc1)CC(c1ccc(F)cc1)N2 (stereo unspecified)	0.8%	-16%	-2%	6%	-7%
CN(C)CCN1C(=O)C(=O)/C(=C(/O)c2ccc(F)cc2)C1c1ccccc1 (stereo unspecified)	1.0%	-12%	-16%	3%	-2%
O=S(=O)(/C(=C/c1ccc(C(F)(F)F)cc1)c1nc2ccccc2[nH]1)c1ccccc1	2.1%	-6%	-7%	u	15%
O=C(O)CC/C(=N/Nc1ncc(C(F)(F)F)cc1Cl)C(=O)O	1.8%	-6%	-2%	-19%	-6%
CCOc1ccc(Cl)cc1S(=O)(=O)N1CCN(c2ccc(F)cc2)CC1	4.1%	-4%	-2%	-2%	2%
O=Cc1ccc(OC(=O)Cc2ccc(F)cc2)cc1	x	3%	x	4%	-7%
O=C(O)c1cccc(N/N=C/c2ccc(OC(F)(F)F)cc2)c1	1.5%	18%	2%	-12%	4%
Cc1cccc(NS(=O)(=O)c2cccc(C(=O)N3CCCC(C(F)(F)F)C3)c2)c1 (stereo unspecified)	3.2%	10%	2%	-3%	-9%
O=C(Nc1cnn(Cc2ccccc2)c1)c1cc2nc(-c3ccco3)cc(C(F)(F)F)n2n1	13%	-8%	-17%	2%	1%
COc1ccccc1CNCCc1ccc(F)cc1	i	25µM*	-1%	3%	-2%
COc1cc(OC)cc(C(=O)N2CCN(C(=O)c3cccc(F)c3)CC2)c1	2.9%	-8%	9%	-15%	-14%
O=C(CSc1nnc(CNC(=O)c2cccc(C(F)(F)F)c2)o1)NCc1ccco1	1.7%	-5%	-2%	u	2%
